# G9a block: inhibitors of human histone lysine methyltransferase G9a. 350,000 tested, 8.8% active. Potency, µM (top dose mostly 102 µM), for inactives: at the highest dose activity, negative = inhibition, actives largely listed as inhibitors. Q96KQ7. G9a H3K9 monomethylation, AlphaScreen, 2 h; note: potency is the fitted concentration of half-maximal effect; % is set by controls: 0 for no effect and ±100 for the full control effect; nearly all actives have a fitted effect of over 75% in size
# Target sequence (Q96KQ7 913-1193 limits assumed): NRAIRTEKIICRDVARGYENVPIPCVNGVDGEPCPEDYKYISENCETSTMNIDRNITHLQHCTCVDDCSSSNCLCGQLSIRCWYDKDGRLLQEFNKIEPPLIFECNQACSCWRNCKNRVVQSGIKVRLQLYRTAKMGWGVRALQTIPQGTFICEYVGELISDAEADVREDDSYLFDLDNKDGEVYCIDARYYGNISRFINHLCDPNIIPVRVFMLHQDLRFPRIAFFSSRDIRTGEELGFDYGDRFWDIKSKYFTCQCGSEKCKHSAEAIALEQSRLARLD
#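 Step 1: enzyme (final 20 nM) with compound, 15 min RT. Step 2: substrate peptide 500 nM and SAM 20 uM, 2 h RT. Step 3: anti-H3K9me1 antibody and AlphaScreen beads, 10 min, then plate read.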
# 12-LOX inh: blocks human arachidonate 12S-lipoxygenase. AID 1671190. Potency, µM (series often up to 108 µM), for the others: at the highest dose activity change, negative = inhibition, hits mostly inhibitors. 580,000 tested, 1.1% active. purified 12hLO, xylenol orange hydroperoxide absorbance; note: potency is the fitted concentration of half-maximal effect; % is set by controls: 0 for no effect and ±100 for the full control effect
#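 Hydroperoxide product was detected by ferrous iron/xylenol orange as the 573 to 405 nm absorbance ratio. Arachidonic acid at 40 uM (final) was turned over for 30 min at room temperature by 150 nM human 12hLO, pH 7.0 Hepes buffer, after 15 min compound preincubation.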
# ERG Ets-DNA blk: inhibitors of human ERG Ets domain-DNA interaction; Potency, µM (highest dose often 76.9 µM), for inactives: at the highest dose FP activity, negative = inhibition, most hits filed as inhibitors; 370,000 tested, 0.028% active; P11308; fluorescence polarization, His-ERG Ets domain / labelled DNA; active = well fitted inhibition curve with a large enough effect in the polarisation, with a control signal flat; inconclusive = small, poorly fitted or top-dose-only effect, or effect the other way, or a change in a side signal; inactive = no such curve, though single readings can be large or run the other way; the % refers to the polarisation;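 note: polarization taken with two DNA probes labelled with fluorescein and Texas red; potency is the fitted concentration of half-maximal effect; % of control where 0% means no effect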
#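 His-tagged ERG Ets domain (1 uM in the protein solution; 300mM KCl, 50mM Tris-HCl, 1mM EDTA, 1mM DTT, pH 7.5) received compound, then a probe mix of 5 nM fluorescein-DNA and 100nM Texas-615-DNA. Fluorescence polarization was read for both dyes.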
# JMJD2A Tudor inh: JMJD2A Tudor domain (human) inhibition; 390,000 tested, 4.4% active; AlphaScreen JMJD2A-Tudor / H3K4me3 peptide binding; Potency, µM (highest dose often 114 µM), inactives show at the top dose activity change, negative = inhibition, usual class: inhibitors; O75164; AID 504339; note: potency is the fitted concentration of half-maximal effect; % is set by controls: 0 for no effect and ±100 for the full control effect; nearly all actives have a fitted effect of over 50% in size
# HP1b binding inh: blocks HP1-beta chromodomain binding to methylated histone tails | P83916 | AlphaScreen HP1-beta / biotin-H3K9me3 peptide binding | Potency, µM (doses to about 114 µM), for the others: top-dose activity change, negative = inhibition, usual class: inhibitors | 390,000 tested, 0.56% active | AID 540317; note: potency is the fitted concentration of half-maximal effect; nearly all actives have a fitted effect of over 70% in size; inactives centre near 23
#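 Compound inhibition of the preformed complex between 50 nM HP1-beta and 50 nM biotinylated H3K9me3 peptide was read by AlphaScreen. Buffer was PBS pH 7.4 with 0.01% Tween-20. Incubations ran 30 min at room temperature, with 10 ug/mL donor/acceptor beads.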
# BAZ2B inh: blocks human BAZ2B; AID 504333; Potency, µM (doses to about 114 µM), for the others: top-dose activity change, negative = inhibition, actives largely listed as inhibitors; 360,000 tested, 4.4% active; AlphaScreen BAZ2B-H3K14Ac peptide displacement; Q9UIF8; note: potency is the fitted concentration of half-maximal effect; % is set by controls: 0 for no effect and ±100 for the full control effect; nearly all actives have a fitted effect of over 60% in size
#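 BAZ2B (50 nM) with biotin-H3(5-23)K14Ac peptide (50 nM) in PBS pH 7.4, 0.01% Tween-20, preformed 30 min, then compound 30 min at room temperature; top concentration 110uM. AlphaScreen streptavidin donor/nickel chelate acceptor beads (10 ug/mL final), 20 min dark, signal read.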
# RGS4 inhibitor: human RGS4 inhibition; P49798; Transcreener GDP fluorescence polarization, RGS4-accelerated GTP hydrolysis; Potency, µM (titrated, usually from 114 µM), without a hit: at the highest dose activity change, negative = inhibition, most hits filed as inhibitors; 390,000 tested, 0.039% active; AID 504845; note: potency is the fitted concentration of half-maximal effect; % is set by controls: 0 for no effect and ±100 for the full control effect; nearly all actives have a fitted effect of over 75% in size; some results filed as inactive show a strong effect at the top dose
#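 MLSMR compounds (23 nl, pin-transferred) preincubated 10 min at room temperature with a 500nM (2x) first reagent, then RGS4 at 900nM (2x) plus Transcreener GDP mix added; fluorescence polarization (620/688 nm) read before and after 90 min at 30 °C.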
# PI4K2A inh: inhibitors of human PI4K2A | purified PI4K2A, ADP-Glo luminescence, 1 h; hits give low values | activity change, negative = inhibition, % at 76.9 µM | 420,000 tested, 0.13% active | Q9BTU6; in the data active = activity change below about -50%; inconclusive = mostly about -30% to -49%;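 note: -100% = wells without enzyme as full effect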
#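 ADP-Glo luminescence measured ADP generated by PI4K2A enzyme (4 ug/mL before mixing) with 1.2 mM PI substrate (pre-mix) and 300 microM ATP (pre-mix). Tris pH7.5 buffer with MgCl2, Triton X-100; 1 h reaction at ambient temperature.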
# GLS inhibitor: blocks human kidney-isoform glutaminase activity; O94925; GLS enzymatic activity, qHTS titration; Potency, µM (top dose mostly 45.5 µM), for the others: top-dose activity change, negative = inhibition, usual class: inhibitors; 410,000 tested, 0.21% active; note: potency is the fitted concentration of half-maximal effect; % is set by controls: 0 for no effect and ±100 for the full control effect
# Target sequence (O94925 whole entry, looked up, canonical isoform): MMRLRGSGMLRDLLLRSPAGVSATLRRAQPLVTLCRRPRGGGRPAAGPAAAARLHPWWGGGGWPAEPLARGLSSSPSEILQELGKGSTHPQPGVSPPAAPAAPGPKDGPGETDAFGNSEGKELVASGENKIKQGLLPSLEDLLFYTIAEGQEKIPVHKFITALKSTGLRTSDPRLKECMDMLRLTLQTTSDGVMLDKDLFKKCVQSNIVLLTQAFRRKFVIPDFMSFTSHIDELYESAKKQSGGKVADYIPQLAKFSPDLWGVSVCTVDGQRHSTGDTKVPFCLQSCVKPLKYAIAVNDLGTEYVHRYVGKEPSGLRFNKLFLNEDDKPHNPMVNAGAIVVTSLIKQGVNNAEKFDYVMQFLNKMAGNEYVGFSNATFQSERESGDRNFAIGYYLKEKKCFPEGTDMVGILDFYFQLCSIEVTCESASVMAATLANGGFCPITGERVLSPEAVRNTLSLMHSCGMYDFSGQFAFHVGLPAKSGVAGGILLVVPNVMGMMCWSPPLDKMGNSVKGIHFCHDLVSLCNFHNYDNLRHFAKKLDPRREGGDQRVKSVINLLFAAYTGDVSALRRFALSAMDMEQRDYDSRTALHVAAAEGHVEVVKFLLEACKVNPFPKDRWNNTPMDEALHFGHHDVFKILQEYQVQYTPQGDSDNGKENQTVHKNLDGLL
#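 Human kidney-isoform GLS in 45 mM KH2PO4 pH 8.2, 0.02% Tween-20, with compound, started with 1mM L-Glutamine (added stock). Glutamate oxidase/HRP/Amplex red coupled fluorescence read at start and after 30 min at RT.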
# * hit, by the source's call; ? = inconclusive; . = no result given; & = joins results of further samples; [ ] = another dose, or the depositor's remark. Unless noted, calls come from the whole dose curve; as a rule, active = well fitted curve in the direction sought with a large enough effect; inconclusive = small, poorly fitted or top-dose-only effect, or another doubt; inactive = no such curve, though single readings can be large; an effect the other way counts as inactive or inconclusive. An excerpt, so the mix of outcomes need not match the whole.
# Values run as follows: HP1b binding inh	RGS4 inhibitor	BAZ2B inh	12-LOX inh	PI4K2A inh	G9a block	JMJD2A Tudor inh	ERG Ets-DNA blk	GLS inhibitor
- O=C(CCCn1c(=O)c2sccc2n(Cc2ccc(F)cc2Cl)c1=O)NCc1ccc2c(c1)OCO2
 : 16%	-1%	0%	-25%	3	-38%[59 µM]	-11%	-2%	-11%
- COc1ccc(NC(=O)Cn2nc(Cc3cccnc3)c3ccccc3c2=O)c(OC)c1
 : 30%	5%	-9%	15%	0	.	6%	-6%	0%
- CCOc1cc(C2NC(=O)CCC2[N+](=O)[O-])cc(Br)c1OCC (stereo unspecified)
 : 24%	7%	-15%	-10%	-5	18%	-19%	7%	2%
- CCOc1ccc(-c2nonc2NC(=O)c2ccc(C)cc2)cc1OCC
 : 20%	19%	0%	-27%	-3	-2%[59 µM]	-14%	8%	-12%
- O=C(CN1CCOCC1)Nc1c2c(nc3c1CCC3)CCC2
 : 23%	8%	-25%	13%	0	47%[0.501 µM]	-10%	-7%	-4%
- CC(=O)Nc1ccc(NC(=O)C2CCCN(c3ncccn3)C2)cc1 (stereo unspecified)
 : 38%[activator]	5%	-1%	0%	19	0%[59 µM]	-4%	12%	0%
- CCOc1ccc(C2NC(=O)c3sc(=S)n(-c4ccccc4)c3N2)cc1 (stereo unspecified)
 : 20%	-24%	?	?	-3	32µM*	-28%	6%	-30%
- CCCCCCCCCC(=O)OCC(O)CO (stereo unspecified)
 : 59%[activator]	12%	5%	3%	1	2%	-10%	0%	6%
- Cn1c(=O)n(/N=C/c2ccccc2)c2ccccc21
 : 40%[activator]	5%	11%	20%	0	3%[59 µM]	-4%	6%	-1%
- Cc1ccc(OCCn2cnc3cc([N+](=O)[O-])ccc3c2=O)cc1
 : 19%	-7%	?	3%	4	-46%	-29%	6%	-12%
- CC1CC(C)(C)NCc2ccccc21 (stereo unspecified)
 : 26%	15%	3%	58%[activator]	-1	-1%	-9%	-10%	-3%
- COc1ccc(N2CCN(C(=O)CCCCCn3c(=O)[nH]c4ccsc4c3=O)CC2)cc1
 : -16%	-10%	-21%	5%	1	40µM*	-25%	22%	2%
- C=CCn1c(=S)[nH]c2nc3c(cc2c1=O)COC(C)(C)C3
 : 30%	-7%	-3%	11%	3	8%[0.501 µM]	?	3%	0%
- O=C(NCc1ccccn1)c1ccc(/C=N/O)nc1
 : 23%	17%	45µM*	?	8	-5%	18µM*	4%	23%
- COc1ccc(/C(C)=N/NC(=O)CNC(=O)c2cccs2)cc1
 : 32%[activator]	-4%	-6%	-1%	-3	14%[59 µM]	-7%	0%	1%
- CC1CCCN(CCOc2cccc(Oc3ccccc3)c2)C1 (stereo unspecified)
 : ?	-23%	56µM*	?	-1	8.9µM*	22µM*	0%	0%
- CCN(CC)S(=O)(=O)c1ccc(C(=O)Nc2nnc(NC(=S)Nc3ccccc3)s2)cc1
 : -13%	-26%	-13%	?	0	.	?	4%	12%
- COc1ccc(C)cc1Cn1c(S(C)(=O)=O)nc2ccccc21
 : 36%	-5%	2%	?	-3	?	-16%	.	3%
- CC(OCc1ccccc1)C(NC(=O)OC(C)(C)C)C(=O)NCC1CCCO1 (stereo unspecified)
 : 28%	38%	-4%	-12%	3	-33%[12.7 µM]	-11%	4%	-20%
- N#Cc1sc2nccc(Nc3ccccc3)c2c1N
 : 10%	8%	.	0%	1	.	-7%	5%	-8%
- CCOC(=O)c1c(NC(=O)c2ccc(S(=O)(=O)N3CCC(C)CC3)cc2)sc2c1CCN(C(C)C)C2
 : 58%[activator]	-30%	0%	-10%	0	-3%[59 µM]	-12%	2%	-1%
- Cc1cc2nc(-c3cc(NC(=O)c4cc5ccccc5o4)ccc3Cl)oc2cc1C
 : 125%[activator]	-128%	1%	-4%	0	2%[59 µM]	-10%	-22%	12%
- Cc1ccc(S(=O)(=O)NCC2COc3ccccc3O2)cc1 (stereo unspecified)
 : 37%	17%	-2%	-22%	3	28%[59 µM]	1%	-2%	6%
- N#CCCn1nc(Cc2cccc3ccccc23)c(C#N)c1N
 : 39%[activator]	11%	.	0%	0	.	-24%	.	4%
- O=C1CC(c2ccccc2)Cc2[nH]c(=O)c(-c3nc(-c4ccc(Cl)c(Cl)c4)cs3)cc21 (stereo unspecified)
 : 36%	4%	6%	5%	0	6%[59 µM]	1%	6%	-3%
- Cc1cc2ccccn2c1C(=O)c1ccccc1Br
 : 17%	-4%	-18%	-22%	-6	?	-13%	7%	-12%
- CC(=O)N(Cc1cc2c(C)cc(C)cc2[nH]c1=O)C1CCCCC1
 : 18%	-16%	-5%	-12%	2	?	?	8%	9%
- O=C1C/C(=C/NCc2ccccc2)C(=O)N1
 : 5%	-43%	-24%	0%	-3	?	4%	-3%	15%
- CCOC(=O)C1CCCCN1C(=O)CCn1nnnc1CN1CCOCC1 (stereo unspecified)
 : 26%	-2%	-2%[57.1 µM]	0%	-2	3%	-5%	6%	5%
- Cc1ccc(C)c(N2CCN(C(=O)c3ccc4c(c3)c(C)c(C)n4C)CC2)c1
 : ?	20%[11.4 µM]	35µM*	-2%&-20%	-1&-1	32µM*	45µM*	-7%&8%	14%&4%
- CCOc1ccc(CCNC(=O)c2nn(-c3ccc(OC)cc3)c(=O)c3c2c2ccccc2n3C)cc1OCC
 : 16%	1%	.	-26%	-3	8%[59 µM]	-20%	0%	3%
- CCOC(=O)Cc1nn(C)c(=O)c2ccccc12
 : 6%	-13%	4%	-19%	2	-5%[59 µM]	-2%	.	0%
- CC(C)(C)C(=O)Nc1ccccc1N1CCN(c2ccc(F)cc2)CC1
 : 21%	12%	-5%	17%	-1	-5%[2.33 µM]	-8%	-7%	-10%
- CCOC(=O)C1(Cc2ccc(Cl)cc2)CCN(Cc2ccon2)CC1
 : 33%	1%	-1%	-11%	3	-4%	-7%	0%	1%
- Cc1ccc(NC(=O)COc2ccc(N(C)S(=O)(=O)c3ccc(F)cc3)cc2)cc1
 : 30%	-9%	2%	5%	0	20%[2.33 µM]	-17%	14%	2%
- CCC1=NN(S(=O)(=O)c2ccc(C)cc2)C(O)(C(F)(F)F)C1 (stereo unspecified)
 : 51%[activator]	-23%	-11%	-21%	-5	40µM*	5%	-4%	-7%
- COc1ccc(/C=C2\N=C(c3ccccc3Cl)NC2=O)cc1
 : 35%	31%	-8%	-22%&9%	1	.	-26%	11%	6%
- COc1ccc(C2C(C(=O)c3ccco3)=C(O)C(=O)N2CCN2CCOCC2)c(OC)c1 (stereo unspecified)
 : 31%	13%	-32%	?	4	35µM*	?	21%	0%
- CCC(=O)NC(=S)Nc1cccc(Cl)c1N1CCCCC1
 : 15%	-30%	3%	0%	-2	-1%	-12%	-3%	9%
- Cc1cccc(C)c1NC(=O)CNC(=O)c1cn(-c2ccccc2)nc1-c1ccccc1
 : 22%	20%	-4%	0%	1	7%	-9%	13%	6%
- COc1ccc(C)cc1NC(=O)CO/N=C(\N)CC(=O)NC1CCCCC1
 : 17%	?	-2%	3%	4	25%[59 µM]	-16%	-5%	4%
- O=C(COCc1cc(-c2ccc3c(c2)OCO3)on1)Nc1cccnc1Cl
 : 60%[activator]	7%[11.4 µM]	-25%	-16%	3	1%	-4%	-9%	-12%
- c1ccc2nc(-c3ccc(N4CCOCC4)cc3)ccc2c1
 : 37%[activator]	0%	2%	0%	-15	-28%[59 µM]	-10%	-13%	5%
- NC(=O)C1CCN(C2OC(=O)c3ccccc32)CC1 (stereo unspecified)
 : 21%	-12%	-3%	3%	6	-6%	-12%	1%	6%
- Cc1cccc(CSc2cn(CC(=O)N3CCCC3)c3ccccc23)c1
 : 1%	-4%	?	?	2	-11%[59 µM]	-34%	-4%	6%
- CN(C(=O)c1ccc(NC(=O)Cc2ccc(NC(=O)C3CCCN(C(=O)c4ccccc4)C3)cc2)cc1)C1CC1 (stereo unspecified)
 : 44%[activator]	-11%	-12%	?	-1	13%[2.33 µM]	-3%	-5%	0%
- CC(=O)C1=C(C)N(Cc2ccccc2)C(=O)N[C@H]1c1cccc(C(F)(F)F)c1
 : 22%	16%	-2%	-12%	-1	5%	-28%	-4%	8%
- COc1ccccc1-c1nnc2sc(C3CCCCC3)nn12
 : 35%[activator]	-27%	5%	-2%	-7	?	-11%	-3%	0%
- O=C(Nc1nnc(-c2ccco2)o1)C1CCCCC1
 : 34%	17%	?	14%[57.4 µM]	3	?	89µM*	-1%	2%
- O=C(Nn1cnnc1)c1ccc(Cl)cc1
 : 35%	-21%	-1%	23%	-3	.	-2%	-11%	0%

# The list continues:
# Values run as follows: HP1b binding inh	RGS4 inhibitor	BAZ2B inh	12-LOX inh	PI4K2A inh	G9a block	JMJD2A Tudor inh	ERG Ets-DNA blk	GLS inhibitor
- CCN(Cc1ccccc1)Cc1c(O)ccc2c(=O)c(-c3ccc(Cl)cc3)c(C(F)(F)F)oc12
 : 28%	8%	8%	-15%	0	23%[59 µM]	2%	-1%	1%
- O=C(NCc1ccccn1)c1ccco1
 : 48%[activator]	-6%	-14%	-2%	-2	1%	5%	-9%	-5%
- C=CCOc1c(Br)cc(CNn2nnnc2N)cc1OCC
 : 35%	-2%	3%	-22%	10	-42%[59 µM]	10%	5%	-12%
- COc1ccc(OCC(=O)Nc2ccc3nc(C)sc3c2)cc1
 : 11%	-11%	-5%	-6%	-1	0%	-7%	2%	1%

# Screening data: PubChem, National Center for Advancing Translational Sciences (NCATS)
